GSK3 alpha inh – human GSK-3 alpha kinase inhibition | P49840 | ADP-Glo luminescence, 60 min | inhibition, % at 10 µM | 320,000 compounds, 0.1% hits;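 in the data active means inhibition above about 50%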;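 further: GST-tagged GSK-3 alpha with peptide substrate and 25 µM ATP; 0% = DMSO neutral wells and 100% = GW8510 positive control wells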
KCNK3 block – human KCNK3 channel inhibition, primary screen; CHO-KCNK3 thallium flux, FluxOR fluorescence; hits give low values; O14649; 340,000 compounds, 0.84% hits; B-score at 10 µM;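 active means B-score under library mean minus 4 SD, starting fluorescence ratio at most library mean plus 5 SD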;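 further: more negative B-score means stronger inhibition of thallium flux through KCNK3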
Target sequence (O14649 whole entry, looked up): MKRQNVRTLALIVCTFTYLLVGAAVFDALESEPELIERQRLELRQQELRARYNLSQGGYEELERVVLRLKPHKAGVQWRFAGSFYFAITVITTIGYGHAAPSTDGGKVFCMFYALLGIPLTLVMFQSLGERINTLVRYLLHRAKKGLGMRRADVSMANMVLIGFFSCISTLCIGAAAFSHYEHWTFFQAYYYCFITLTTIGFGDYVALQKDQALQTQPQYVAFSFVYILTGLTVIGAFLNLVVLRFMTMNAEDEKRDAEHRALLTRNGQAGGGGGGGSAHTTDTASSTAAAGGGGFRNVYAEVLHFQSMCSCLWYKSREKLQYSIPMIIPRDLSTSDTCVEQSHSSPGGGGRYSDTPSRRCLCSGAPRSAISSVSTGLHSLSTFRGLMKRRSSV
hERG rescue – hERG (human) protection from proarrhythmic block; CHO-hERG, FluxOR thallium flux, dofetilide IC70 present; activation (rescue from dofetilide block), less the hit threshold, % at 10 µM; 310,000 compounds, 0.51% hits; AID 1511;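 active means activation above the mean of controls blocked by dofetilide plus 5 SD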;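 further: thallium influx through hERG after potassium depolarization seen as dye fluorescence rise; in these data hits start at about 4.7%; inactives centre near -7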
KCNQ1 pot – human KCNQ1 channel potentiation or activation; CHO-K1 KCNQ1, thallium flux FluxOR fluorescence; hits give high values; AID 2648; B-score at 10 µM; 310,000 compounds, 0.35% hits; P51787;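 active means fluorescence ratio B-score, a plate-corrected score, at least three library SD, with initial intensity B-score within 5 SD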
Target sequence (P51787 whole entry, looked up): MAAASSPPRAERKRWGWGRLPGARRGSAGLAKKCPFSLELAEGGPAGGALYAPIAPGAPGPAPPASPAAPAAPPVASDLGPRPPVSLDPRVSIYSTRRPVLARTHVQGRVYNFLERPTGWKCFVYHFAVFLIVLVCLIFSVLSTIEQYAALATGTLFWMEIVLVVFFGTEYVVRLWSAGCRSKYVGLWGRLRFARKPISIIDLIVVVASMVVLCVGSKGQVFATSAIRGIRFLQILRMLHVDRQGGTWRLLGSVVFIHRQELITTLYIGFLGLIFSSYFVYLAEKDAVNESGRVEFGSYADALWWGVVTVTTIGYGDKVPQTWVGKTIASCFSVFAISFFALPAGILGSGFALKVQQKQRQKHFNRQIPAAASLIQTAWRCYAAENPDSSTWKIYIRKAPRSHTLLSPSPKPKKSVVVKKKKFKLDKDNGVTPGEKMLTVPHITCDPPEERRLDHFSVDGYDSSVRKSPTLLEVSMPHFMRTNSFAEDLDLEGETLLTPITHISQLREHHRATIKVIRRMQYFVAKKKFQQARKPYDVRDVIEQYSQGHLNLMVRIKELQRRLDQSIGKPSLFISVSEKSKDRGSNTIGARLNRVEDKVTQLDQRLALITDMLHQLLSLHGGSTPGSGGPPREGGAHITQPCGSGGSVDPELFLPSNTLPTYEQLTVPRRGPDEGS
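System: CHO-K1 cells stably expressing KCNQ1 / Medium: assay buffer for compound exposure, DMSO matched across wells / Reagent: thallium- and potassium-containing depolarizing buffer / Compound: one concentration, matched DMSO / Incubation: 20 min compound pretreatment at room temperature / Measured by: kinetic FluxOR fluorescence, 10 s baseline plus 110 s post-stimulus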
KCNQ1 block – human KCNQ1 channel inhibition | P51787 | CHO-K1 KCNQ1, FluxOR thallium flux fluorescence; hits give high values | B-score at 10 µM | 310,000 compounds, 1.3% hits | AID 2642;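 active means compounds whose thallium flux B-score, printed positive for inhibition, exceeds three library SD while starting fluorescence stays within three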;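 further: channel opened by potassium depolarization with thallium stimulus after 20 min compound exposure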
RGS4 act – potentiators or activators of RGS4. HEK293 M3R/inducible RGS4, carbachol calcium flux Fluo4; hits give low values. B-score at 10 µM. 310,000 compounds, 0.92% hits. AID 463111;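 active means B-score of the integrated calcium signal more than 4 SD below the library mean, with starting fluorescence not abnormally high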;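 further: negative B-score means reduced calcium response which marks RGS4 activation or potentiation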
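Detection: kinetic calcium fluorescence imaging with Fluo4-AM dye, 2 µM / Material: HEK293 cells with stable M3R and inducible RGS4 / Schedule: recording 10 s baseline at 1 Hz, 100 s post-agonist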
RGS4 inh – inhibitors of human RGS4. B-score at 10 µM. P49798. HEK293 M3R/RGS4 inducible, Fluo-4 calcium flux; hits give high values; triggered by carbachol at its EC20. 310,000 compounds, 0.45% hits;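 active means B-score, a plate-corrected calcium signal, over three deviations above library mean, with baseline fluorescence within five deviations of library mean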;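 further: RGS4 expression induced by doxycycline in cells with stable M3 receptor; B-score is computed from the integrated fluorescence ratio over baseline after carbachol; higher B-score means a larger calcium signal and so more RGS4 inhibition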
Dyrk1A ADPGlo – inhibitors of rat Dyrk1A kinase; Q63470; ADP-Glo luminescence, NFATc1 peptide; inhibition, % at 12.5 µM; 310,000 compounds, 0.43% hits; AID 504441; in the data active means inhibition above about 50%;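 further: plate controls were vehicle with enzyme for no effect and no enzyme for full effect; many of its hits are not listed in these tables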
KCNK9 inh – blocks the human KCNK9 two-pore domain potassium channel; B-score at 10 µM; HEK293 KCNK9, FluxOR thallium flux fluorescence; hits give low values; 310,000 compounds, 1.2% hits;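 active means ratio B-score over 3 SD below the library mean, with starting fluorescence within 5 SD of its mean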;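 further: negative B-score means less thallium flux so channel inhibition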
PolyA inhibitor – blocks polyadenylation in yeast reporter cells | S. cerevisiae SKY197-pL101 polyadenylation reporter, beta-gal luminescence; efflux-impaired pdr1/pdr3 knockout yeast; score 100 = 6 SD above DMSO | calls only at 12 µM | 300,000 compounds, 0.02% hits | AID 1875;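 active means lowest replicate activity score at least 50, where 100 means six control SD above control mean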;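 further: yeast exposed to compound for 9 h at 30 °C; higher score means more reporter readthrough which indicates perturbed polyadenylation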
GSK3B inh – blocks human GSK3beta kinase activity; 300,000 compounds, 0.038% hits; P49841; AID 2097; GST-GSK3beta kinase, ADP-Glo luminescence, 60 min; hits give low values; activity score (negative = inhibition), % at 10 µM;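 active means more than half of replicate wells score below -50%, meaning over 50% inhibition versus plate controls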;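 further: 0% = median DMSO wells and -100% = median GW8510 positive control wells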
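Test system: GST-fused GSK3beta enzyme, cell-free | Quantity: 1.6 ng GST-GSK3beta enzyme per well | Reagent: 25 µM ATP with peptide substrate | Schedule: 60 min enzyme reaction, room temperature | Signal: Luminescent ADP-Glo measurement of ADP formed | Read-out basis: Score relative to plate controls | Control set: DMSO and 20 µM GW8510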
Active calls of the source: *; i = inactive; nt = not tested or not shown.

SMILES	GSK3 alpha inh	KCNK3 block	hERG rescue	KCNQ1 pot	KCNQ1 block	RGS4 act	RGS4 inh	Dyrk1A ADPGlo	KCNK9 inh	PolyA inhibitor	GSK3B inh
CCN(CC)c1ccc(/C=N/NC(=O)c2c(Cl)c(C)nn2C)cc1	0	i	-8	i	i	i	i	-9	i	i	-1
CCn1c2ccccc2c2cc(CN3CCN(C(=O)c4ccco4)CC3)ccc21	3	i	-21	i	i	i	i	4	i	i	0
O=C(Nc1ccccc1)c1sc(N2CCOCC2)nc1-c1ccccc1	-1	i	-8	i	i	i	i	-7	i	i	-3
COc1ccc(N2C(=O)c3ccccc3S2(=O)=O)cc1	0	i	-7	i	i	i	i	-5	i	i	2
Cc1ccc(-n2c(SCC(=O)O)nc3sc4c(c3c2=O)C(C)CCC4)cc1 (stereo not drawn)	-7	i	-11	i	i	i	i	6	i	i	-1
O=C1/C(=C/c2ccccc2)SC(=S)N1C1CCS(=O)(=O)C1 (stereo not drawn)	-2	i	-8	i	i	i	i	9	i	i	-4
COc1ccc(OCC(=O)OCCNC(=O)c2cccnc2)cc1	-1	i	-8	i	i	i	i	-2	i	i	-3
COc1ccc2c(c1)C(=O)N(c1ccccc1C)C(=O)C2(C)C	-4	i	-10	i	i	i	i	2	i	i	-1
Cc1ccc(-n2ncc(C(=O)NCC3CCN(C4CCCC4)C3)c2C2CCN(C(=O)OC(C)(C)C)CC2)cc1 (stereo not drawn)	2	i	-12	i	i	i	i	4	i	i	-4
CCOC(=O)C1=C(CSc2nc3c(cc2C#N)CN(C)CC3)OC(N)=C(C#N)C1c1ccc(Cl)cc1 (stereo not drawn)	2	i	-7	i	i	i	i	-1	i	i	0
COC(=O)c1sc(=S)n(-c2ccc(Cl)cc2)c1C	-4	i	-11	i	i	i	i	-3	i	i	-1
CCOC(=O)c1c(C)[nH]c(C)c1C(=O)CSc1ncccn1	1	i	-10	i	i	i	i	-5	i	i	-1
NS(=O)(=O)c1ccc(CNS(=O)(=O)c2cccc3nonc23)cc1	0	i	-6	i	i	i	i	nt	i	i	2
CCCC1(C(=O)OCC)NC(c2ccc(N(C)C)cc2)C2C(=O)N(c3ccc4c(c3)OCCO4)C(=O)C21 (stereo not drawn)	-1	i	nt	nt	nt	nt	nt	-2	nt	i	2
CC(C)CN(C(=O)c1ccc(N2CCCC2=O)cc1)C1CCS(=O)(=O)C1 (stereo not drawn)	1	i	-14	i	i	i	i	5	i	i	1
Oc1c(Br)cc(Br)cc1CNc1cccc2cccnc12	-1	i	1	i	i	i	i	3	i	i	-3
O=C(NNC(=O)c1ccc2c(c1)OCO2)NC1CCCCC1	1	i	-9	i	i	i	i	0	i	i	-1
CN(CC(=O)Nc1ccc(F)cc1)C(=O)COC(=O)CNC(=O)c1ccc(Cl)cc1Cl	0	i	-18	i	i	i	i	-1	i	i	-1
CCC(C)NC(=O)CCCCCn1c(=O)[nH]c2cc(OC)c(OC)cc2c1=O (stereo not drawn)	-3	i	-8	i	i	i	i	0	i	i	1
C=C1CCN([C@@H](C)C(=O)NCc2ccc(Cl)cc2)S(=O)(=O)c2ccccc21	1	i	-10	i	i	i	i	4	i	i	0
O=[N+]([O-])c1cc(S(=O)(=O)Nc2ccccc2)ccc1NCc1cccnc1	0	i	-7	i	i	i	i	2	i	i	0
COc1ccc(CC(NC(C)=O)C(=O)NC2CCN(S(=O)(=O)c3ccc(NC(C)=O)cc3)CC2)cc1OC (stereo not drawn)	0	i	-9	i	i	i	i	0	i	i	-5
C=CCOC(=O)C1=C(C)NC(=O)NC1c1ccc(Cl)cc1 (stereo not drawn)	0	i	-10	i	i	i	i	67*	i	i	-2
O=C(CSc1ncnc2ccccc12)c1ccc2c(c1)OCCO2	-2	i	-12	i	i	i	i	0	i	i	2
CS(=O)(=O)Oc1ccc2c(c1)O/C(=C\c1cccc([N+](=O)[O-])c1)C2=O	-2	i	-6	i	i	i	i	-2	i	i	3
SMILES	GSK3 alpha inh	KCNK3 block	hERG rescue	KCNQ1 pot	KCNQ1 block	RGS4 act	RGS4 inh	Dyrk1A ADPGlo	KCNK9 inh	PolyA inhibitor	GSK3B inh
CCOC(=O)N1CCC2(CC1)CC(=O)c1c(ccc3oc(C(=O)O)c(C)c13)O2	4	-15*	-17	i	i	i	i	-3	i	i	-7
Cc1cccc(NS(=O)(=O)c2ccc(C(=O)N3CC(C)OC(C)C3)cc2)c1C (stereo not drawn)	0	i	-11	i	i	i	i	4	i	i	2
O=C(CCCn1c(=O)oc2ccccc21)Nc1cccnc1	-1	i	-2	i	i	i	i	-3	i	i	4
O=C(O)CCn1c(=O)n(CCC(=O)O)c(=O)n(CCC(=O)O)c1=O	0	i	-8	i	i	i	i	-3	i	i	1
[O-][n+]1onc2c1CCc1nnccc1-2	-2	i	-4	i	i	i	i	0	i	i	1
COC(=O)c1oc2ccc(Br)cc2c1NC(=O)c1ccccc1	-1	i	-16	i	i	i	i	14	i	i	-1
CCCNS(=O)(=O)c1ccc(Oc2ncc(C(F)(F)F)cc2Cl)cc1	-39	i	-9	i	i	i	i	-2	i	i	-4
O=C(NCc1cccnc1)c1cccc(NS(=O)(=O)c2ccc(Br)cc2)c1	nt	i	-10	i	i	i	i	1	i	i	-5
COc1ccccc1C1=Nn2c(COc3ccccc3)nnc2SC1	0	nt	-6	i	i	i	i	nt	i	i	-2
COCCOC1CCN(C(=O)c2ccc(OC)c(OC3CCN(C(C)C)CC3)c2)CC1	-1	i	-10	i	i	i	i	2	i	i	2
O=C(Nc1ccc(Nc2ccccc2)cc1)C(Cl)(Cl)Cl	-1	i	-7	i	i	i	i	-2	i	i	0
COc1ccc(OC)c(C=Nc2ccccc2-c2nc3ccccc3[nH]2)c1	-2	i	-14	i	i	i	i	18	-8.4*	i	1
COC(=O)c1ccccc1NC(=O)CSc1ccccn1	-4	i	-6	i	i	i	i	10	i	i	3
N#CCC(=O)N/N=C1\CCCCC1C1CCCCC1 (stereo not drawn)	7	i	-7	i	i	i	i	4	i	i	1
CCc1ccc(-c2cc(C)no2)cc1S(=O)(=O)N1CCOc2ccc(C)cc21	-3	-11*	-8	i	i	i	i	-8	-8.9*	i	-2
COc1ccc(C(CC(=O)NCc2ccco2)c2ccc(F)cc2)cc1 (stereo not drawn)	-3	i	-18	i	i	i	i	-6	i	i	2
CCOC(=O)C1CCCN(c2ccc(NC(=O)c3snc4c(=O)[nH]c(C)nc34)cc2)C1 (stereo not drawn)	0	i	3	i	i	i	i	30	i	i	-9
CC(C)OC(=O)CSc1nc2cccnc2n1-c1ccc(F)cc1	-1	i	-10	i	i	i	i	3	i	i	0
Cc1ncoc1C(=O)N1CCCC(CCC(=O)NCc2ccccc2F)C1 (stereo not drawn)	-2	i	-15	i	i	i	i	-4	i	i	-1
O=[N+]([O-])c1ccc(Oc2ccc(F)cc2Br)c2ccncc12	1	i	-12	i	i	i	i	7	i	i	-4
COc1cc(NC(=O)COC(=O)/C=C/c2c(C)nn(-c3ccc(F)cc3)c2Cl)cc(OC)c1	1	i	-7	i	i	i	i	2	i	i	0
CC(C)NC(=O)N1CCC(c2nc3ccccc3s2)CC1	0	i	-7	i	i	i	i	-1	i	i	0
COc1ccc(N(CC(=O)NCCSCc2cccc(Cl)c2)S(C)(=O)=O)cc1Cl	-1	i	-6	i	i	i	i	12	i	i	-2
O=C(NCCC1CCCCN1S(=O)(=O)c1cccs1)C(=O)Nc1ccccc1F (stereo not drawn)	-1	i	-14	i	i	i	i	4	i	i	2
C=CCn1cccc(C(=O)Nc2ccc(OC)c(OC)c2)c1=O	1	i	-8	i	i	i	i	2	i	i	1
SMILES	GSK3 alpha inh	KCNK3 block	hERG rescue	KCNQ1 pot	KCNQ1 block	RGS4 act	RGS4 inh	Dyrk1A ADPGlo	KCNK9 inh	PolyA inhibitor	GSK3B inh
Cc1c(CC(=O)NCCCC(=O)O)c(=O)oc2cc3occ(-c4ccccc4)c3cc12	2	i	-6	i	i	i	i	6	i	i	4
Cc1ccc(CSc2nnc(C)c(=O)[nH]2)cc1	-3	i	-3	i	i	i	i	-45	i	i	3
O=C(Nc1cccc(F)c1)c1ccc(CSc2ccccc2)o1	-2	i	-3	i	i	i	i	-1	i	i	3
O=C(O)C[C@H]1c2ccccc2S(=O)(=O)N1C1CCCC1	0	i	-6	i	i	i	i	3	i	i	1
Cc1ccc2c(c1)N(C(=O)CCC(=O)N1CCC(C(N)=O)CC1)CCO2	-3	i	-4	i	i	i	i	16	i	i	4
CCSc1nnc(NC(=O)C2CC=CCC2C(=O)O)s1 (stereo not drawn)	3	i	-2	i	i	i	i	-3	i	i	0
NC(=O)Cn1c(S(=O)(=O)Cc2ccccc2)nc2ccccc21	-1	i	-4	i	i	i	i	-3	i	i	4
Cc1oc(-c2ccccc2)nc1C(=O)OCC(=O)NC(=O)NCC(C)C	-1	i	-2	i	i	i	i	6	i	i	0
O=C(c1cccc(S(=O)(=O)NCCOc2ccccc2)c1)N1CCN(c2ncccn2)CC1	-2	i	-16	i	i	i	i	-5	i	i	-2
Cc1ccc(S(=O)(=O)N2CCN(C(=O)c3cc(S(=O)(=O)N(C)C)ccc3N3CCCC3)CC2)cc1	-13	i	-11	i	i	i	i	-14	i	i	0
O=C1CC(N2CCC(C(=O)N3CCCCC3)CC2)C(=O)N1 (stereo not drawn)	1	i	-5	i	i	i	i	3	i	i	4
CCNc1ccc(S(=O)(=O)N(C)C)cc1NCC(=O)Nc1ccccc1F	-17	i	-7	i	i	i	i	1	i	i	-1
O=C(c1cccc(F)c1)N(Cc1nc2ccccc2c(=O)[nH]1)C1CCCC1	-1	i	-7	i	i	i	i	8	i	i	0
COc1ccc(-c2nc(CS(=O)(=O)CC(=O)Nc3ccc(Cl)cc3)c(C)o2)cc1	-1	i	-12	i	i	i	i	6	i	i	-2
Cc1ccc(CN2CCC(CO)(CC3CCCCO3)CC2)o1 (stereo not drawn)	5	i	-17	i	i	i	i	0	i	i	-2

Screening results from PubChem BioAssay.

An excerpt. The share of hits here may be higher or lower than overall.
